From PubChem BioAssay
EBNA-1 inh – blocks EBNA-1 binding to DNA; inhibition, % at 14.8 µM; EBNA-1 DNA binding, fluorescence polarization; AID 1950; 300,000 compounds, 0.34% hits; in the data active = inhibition above about 28%
PP1 inh – blocks human PP1-alpha phosphatase, a PP5 counter-screen; P62136; purified PP1alpha, OMFP fluorescence; inhibition, % at 6.7 µM; 320,000 compounds, 0.9% hits; AID 2235;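 active = inhibition above the mean inhibition of all tested compounds plus 3 SD, computed separately for each screening campaign, cut at about 15% in these data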
Target sequence (P62136 whole entry, looked up): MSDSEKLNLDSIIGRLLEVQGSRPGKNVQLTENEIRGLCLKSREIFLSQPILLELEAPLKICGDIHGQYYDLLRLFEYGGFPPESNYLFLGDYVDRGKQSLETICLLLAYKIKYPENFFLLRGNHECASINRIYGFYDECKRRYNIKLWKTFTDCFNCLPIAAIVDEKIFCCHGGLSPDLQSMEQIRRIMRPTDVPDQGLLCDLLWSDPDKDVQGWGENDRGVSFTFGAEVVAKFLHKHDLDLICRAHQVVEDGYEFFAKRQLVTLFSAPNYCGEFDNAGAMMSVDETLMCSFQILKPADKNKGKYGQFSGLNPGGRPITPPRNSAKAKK
JMJD2C inh – blocks human GASC-1 demethylase activity; Q9H3R0; GST-JMJD2C(1-420) H3K9me3 demethylation, DELFIA europium; inhibition, % at 2.35 µM; 330,000 compounds, 0.069% hits;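 active = more than half of a compound's replicate wells show inhibition beyond 50%, single wells judged on their own value; inconclusive = some, but no more than half, of replicates pass 50% inhibition; inactive = no replicate passes 50% inhibition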;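 note: signal counts dimethyl H3K9 product captured on neutravidin plate; 0% = median of DMSO wells and 100% = 0.3 times that DMSO median; strong numbers were not always called active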
ZTA counter – counter-screen for EBNA-1 inhibitors: inhibitors of Epstein-Barr virus ZTA | P03206 | ZTA-DNA binding, fluorescence polarization | inhibition, % at 11 µM | 320,000 compounds, 0.15% hits; in the data active = inhibition above about 33%
Target sequence (P03206 whole entry, looked up): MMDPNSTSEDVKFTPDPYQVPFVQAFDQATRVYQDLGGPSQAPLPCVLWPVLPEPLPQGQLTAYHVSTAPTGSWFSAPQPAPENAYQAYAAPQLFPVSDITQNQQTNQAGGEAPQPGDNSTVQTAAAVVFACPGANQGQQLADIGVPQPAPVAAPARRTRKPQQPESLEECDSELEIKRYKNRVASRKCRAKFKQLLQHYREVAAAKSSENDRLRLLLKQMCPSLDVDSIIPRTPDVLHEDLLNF
PP5 primary – PP5 (human) phosphatase inhibition. P53041. purified PP5c, OMFP substrate fluorescence. inhibition, % at 6.7 µM. 320,000 compounds, 0.18% hits. AID 1987;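 active = inhibition above the campaign's mean inhibition across all tested compounds plus 3 SD, cut at about 9.5% in these data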;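 note: 0% = DMSO only and 100% = 100 µM cantharidin control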
Target sequence (P53041 whole entry, looked up): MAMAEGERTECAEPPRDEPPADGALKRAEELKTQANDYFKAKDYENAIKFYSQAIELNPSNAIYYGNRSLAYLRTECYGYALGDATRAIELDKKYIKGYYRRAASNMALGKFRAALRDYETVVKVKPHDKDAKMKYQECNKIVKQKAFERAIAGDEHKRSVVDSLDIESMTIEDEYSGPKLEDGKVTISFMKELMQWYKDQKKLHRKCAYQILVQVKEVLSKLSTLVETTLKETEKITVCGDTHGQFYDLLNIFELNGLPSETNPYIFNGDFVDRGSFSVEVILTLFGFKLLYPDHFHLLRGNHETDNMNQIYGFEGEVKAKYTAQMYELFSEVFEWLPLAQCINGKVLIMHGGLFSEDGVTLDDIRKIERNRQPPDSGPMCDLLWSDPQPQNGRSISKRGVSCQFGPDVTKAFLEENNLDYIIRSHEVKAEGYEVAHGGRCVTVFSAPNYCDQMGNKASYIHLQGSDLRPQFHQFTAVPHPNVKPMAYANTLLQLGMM
CR mimetic SO – yeast age-related superoxide inhibition as caloric restriction mimetic; S. cerevisiae aged cells, superoxide DHE fluorescence; active compounds read low; superoxide response (% of plate mean), % at 10 µM; 330,000 compounds, 0.18% hits;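 active = superoxide response under a set limit, about three screen SD below normal, cut at about 65% in these data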;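 note: yeast aged for seven days with compound at 30 °C before DHE staining; 100% = average MFI of all compound-treated wells on the plate with controls excluded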
HCV core dimer – blocks dimerization of HCV core protein; inhibition, % at 5 µM; TR-FRET GST/Flag-core106 dimerization, 1536-well; AID 1899; 300,000 compounds, 0.33% hits;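 active = inhibition above the mean of all tested compounds plus 3 SD, set per screening campaign, cut at about 45% in these data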
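System: GST-tagged and Flag-tagged HCV core protein residues 1-106 / Input: core106 proteins, GST 13.5 nM and Flag 17 nM / Buffer or medium: KF-containing HEPES buffer, pH 7.45, DTT, CHAPS, BSA / Probe or stimulus: Eu-anti-GST and XL665-anti-Flag labelled anti-tag antibodies / Schedule: 4 h, 22.5 °C incubation / Technique: TR-FRET 671 and 617 nm emission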
Fh CTSL1 inh – cathepsin L1 inhibition, PFM18AAP counter-screen; recombinant F. hepatica cathepsin L1, Z-Leu-Arg-MCA fluorescence; inhibition, % at 5.96 µM; 300,000 compounds, 0.49% hits; AID 1906;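 active = inhibition above the mean of all tested compounds plus 3 SD, set per screening campaign, cut at about 17% in these data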;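 note: 0% = plate median of test compound wells and 100% = 1 µM Z-Phe-Ala-diazomethylketone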
TPT1 inh – C. albicans TPT1 enzyme inhibition. recombinant caTPT1, FP RNA substrate dephosphorylation. inhibition, % at 5 µM. 300,000 compounds, 0.81% hits. AID 1962;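 active = inhibition above the mean of all tested compounds plus 3 SD, set per screening campaign, cut at about 24% in these data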;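 note: plate controls were DMSO alone for no effect and ferristatin control at 100 nM for full effect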
The depositor's hits bear a star; ? = inconclusive; · = not tested or not shown.

1: Cc1ccc(S(=O)(=O)NCC(=O)NCC(=O)OC(C(=O)NC(N)=O)C(C)C)cc1C (stereo not drawn)
2: Cc1ccc(C(=O)OCc2cn3ccccc3n2)cc1
3: Cc1ccc(C(C(=O)NCc2ccco2)N(C(=O)CNC(=O)c2cccs2)c2ccc(C)cc2)cc1 (stereo not drawn)
4: COCCn1c(SCC(=O)Nc2ccc(S(N)(=O)=O)cc2)nc2ccccc21
5: O=C(Nc1cc(Cl)ccc1-n1cncn1)c1cccc(S(=O)(=O)N2CCOCC2)c1
6: Cc1ccc(OCC(=O)N/N=C2/SCC(=O)N2Cc2ccco2)cc1
7: Cc1c(Cl)cccc1NC(=O)CCN1C(=O)C2CC=CCC2C1=O (stereo not drawn)
8: O=C(CCn1nc(-c2ccc(Cl)cc2)c2ccccc2c1=O)NCCN1CCOCC1
entry no.,1,2,3,4,5,6,7,8
EBNA-1 inh,0,4,8,10,·,1,6,-2
PP1 inh,-4,-1,-3,-2,-3,0,-2,-1
JMJD2C inh,3,-4,4,4,9,-8,-9,-22
ZTA counter,3,-11,11,10,0,14,5,-3
PP5 primary,-0.7,0.1,0.1,1.5,1.8,-1.4,0.1,1.2
CR mimetic SO,119,90,98,84,78,101,100,106
HCV core dimer,-3,2,9,-1,·,5,-1,-1
Fh CTSL1 inh,1,-3,0,-2,·,-5,-2,2
TPT1 inh,-3,-9,0,3,·,-1,2,2

9: Cc1ccccc1-n1c(=O)/c(=C\c2ccco2)s/c1=C(/C#N)C(=O)Nc1ccccc1
10: CC(=O)c1cnc2cc(-c3ccc(C)cc3)nn2c1C
11: Cc1nc2ccc(Br)cc2c2c1CC(CO)O2 (stereo not drawn)
12: O=C(COc1ccc2ccc(=O)oc2c1)N1CCN(c2ccccc2)CC1
13: O=c1[nH]c(NCCO)nc2c1C1(CCCC1)Cc1ccccc1-2
14: CCOC(=O)CCN(Cc1cccs1)S(=O)(=O)c1ccc(Cl)cc1
15: O=[N+]([O-])c1cc(S(=O)(=O)N2CCCC2)ccc1NCCCN1CCOCC1
16: COc1cc(C(=O)Nc2nc(C)c(Cc3ccc4c(c3)OCO4)s2)cc(OC)c1OC
entry no.,9,10,11,12,13,14,15,16
EBNA-1 inh,-8,2,5,-11,8,-13,-7,-7
PP1 inh,3,-4,-3,0,2,-3,-2,-2
JMJD2C inh,-32,0,-3,44,3,-4,?,-30
ZTA counter,-14,-9,-2,-8,-3,10,-3,10
PP5 primary,-0.8,2.1,0.3,1.4,0.7,4.7,-1.2,1.8
CR mimetic SO,82,87,90,106,88,111,116,88
HCV core dimer,16,-5,5,2,-7,-3,-2,-4
Fh CTSL1 inh,2,3,-6,0,-1,0,-3,5
TPT1 inh,17,2,-3,-1,-5,-1,-5,-1

17: COc1ccc(NC(=O)C2CC(=O)n3ncnc3N2)cc1 (stereo not drawn)
18: COc1ccc(CCNC(=O)C(CCC(N)=O)NS(=O)(=O)c2ccc(Cl)cc2)cc1OC (stereo not drawn)
19: Cc1cc(N)c2ccccc2n1
20: Cc1c(C(=O)O)oc2c1/C(=N\O)CC(C)(C)C2
21: CCOC(=O)c1c(C)oc2cc(Br)c(OC)cc12
22: COc1ccccc1C(C)NC(=O)c1ccc(NC(=O)CC2SC(N3CCCC3)=NC2=O)cc1 (stereo not drawn)
23: CCC(C)N(C(=O)CN1C(=O)NC2(CCc3ccccc32)C1=O)C1CCS(=O)(=O)C1 (stereo not drawn)
24: COC(=O)c1cc(NC(=O)c2c(F)c(F)c(F)c(F)c2F)cc(C(=O)OC)c1
entry no.,17,18,19,20,21,22,23,24
EBNA-1 inh,8,-4,5,11,-2,·,·,6
PP1 inh,1,-1,-6,-2,-2,1,-4,0
JMJD2C inh,0,16,-2,15,10,·,-2,17
ZTA counter,15,-1,0,3,-6,-2,-3,22
PP5 primary,-1.1,-1.3,-0.7,-0.6,0.2,0.5,-1.2,-0.3
CR mimetic SO,112,111,98,102,101,88,111,100
HCV core dimer,2,-3,1,-8,4,·,·,6
Fh CTSL1 inh,1,4,0,-2,0,·,·,-1
TPT1 inh,-2,3,-1,-2,-1,·,·,1

25: CC(=O)C12C3C4C(C5C1C3C5(Br)C41OCCO1)C21OCCO1 (stereo not drawn)
26: NC(=O)C1CCC(NC(=O)OCc2ccccc2)CC1 (stereo not drawn)
27: CCOc1ccc(N(CC(=O)NCc2ccc(F)cc2)C(=O)CCC(=O)Nc2nccs2)cc1
28: CCCOc1cccc(C2/C(=C(/O)c3ccc(F)cc3)C(=O)C(=O)N2CCN(C)C)c1 (stereo not drawn)
29: CC(C)(C)c1ccc(S(=O)(=O)NCc2ccc(C(=O)N3CCCC3)cc2)cc1
30: O=C(CNc1ccccc1)N/N=C/c1cc([N+](=O)[O-])ccc1N1CCCC1
31: O=C(COC(=O)Cc1ccsc1)Nc1ccc(S(=O)(=O)N2CCOCC2)cc1
32: C/C(=N/NC(=O)c1cc(C)[nH]n1)c1ccco1
entry no.,25,26,27,28,29,30,31,32
EBNA-1 inh,1,-6,-11,1,8,-7,-1,-4
PP1 inh,-6,-5,1,1,-1,4,-5,-2
JMJD2C inh,5,-1,0,0,31,-1,2,-6
ZTA counter,3,-2,-4,-18,-10,-7,7,2
PP5 primary,0.9,0.9,2.3,3.9,-1.1,-4.9,2.3,-1.0
CR mimetic SO,91,103,83,96,103,103,99,94
HCV core dimer,9,1,3,-14,6,2,1,-3
Fh CTSL1 inh,-5,-1,0,-2,2,12,-4,-1
TPT1 inh,2,1,0,-2,-5,3,1,-2

33: O=C(c1ccc(OC2CCN(C/C=C/c3ccccc3)CC2)cc1)N1CCCCC1
34: CCCCNC(=O)COC(=O)c1ccc(Cl)c(S(=O)(=O)N2CCCC2)c1
35: CCOC(=O)C1CCN(Cc2ccc(N(C)C)cc2)CC1
36: O=C(CSc1ccc(Cl)cc1)Nn1cnnc1
37: S=c1nc(-c2ccccc2)n(Cc2cccnc2)c2c1CCCC2
38: CCC(=O)Nc1ccc(NC(=O)CSc2nnnn2-c2ccc(OC)cc2)cc1
39: O=C(Cn1nnc(-c2cc(Cl)ccc2-n2cnnn2)n1)N1CCCc2ccccc21
40: O=C(Nc1ccc2c(c1)OCCO2)NC1(C(F)(F)F)Oc2ccccc2O1
entry no.,33,34,35,36,37,38,39,40
EBNA-1 inh,7,-7,9,-1,4,3,-1,3
PP1 inh,-1,-2,6,0,-2,-5,-4,-2
JMJD2C inh,1,4,·,0,8,-2,-4,-13
ZTA counter,6,-6,8,0,-5,-15,6,-11
PP5 primary,0.4,0.4,-1.3,0.2,1.9,4.7,3.2,2.2
CR mimetic SO,95,106,103,86,104,97,111,92
HCV core dimer,-2,7,1,6,7,-4,5,2
Fh CTSL1 inh,2,-21,-3,0,-2,1,0,0
TPT1 inh,1,-3,2,-5,-1,1,2,-3

Single records (already shown).
O=C(COC(=O)Cc1ccsc1)Nc1ccc(S(=O)(=O)N2CCOCC2)cc1 is entered as EBNA-1 inh: -1; PP1 inh: -5; JMJD2C inh: 2; ZTA counter: 7; PP5 primary: 2.3; CR mimetic SO: 99; HCV core dimer: 1; Fh CTSL1 inh: -4; TPT1 inh: 1
CCCOc1cccc(C2/C(=C(/O)c3ccc(F)cc3)C(=O)C(=O)N2CCN(C)C)c1 (stereo not drawn) is entered as EBNA-1 inh: 1; PP1 inh: 1; JMJD2C inh: 0; ZTA counter: -18; PP5 primary: 3.9; CR mimetic SO: 96; HCV core dimer: -14; Fh CTSL1 inh: -2; TPT1 inh: -2

(list continues)
41: Cc1ccc(NC(=O)NCc2ccncc2)cc1Cl
42: CCCCn1c(=S)[nH]c2ccc(N3CCOCC3)cc2c1=O
43: Cn1nc([N+](=O)[O-])c(C(C#N)c2ccccn2)c(Cl)c1=O (stereo not drawn)
44: O/N=C1\CCCc2ccc(Cl)cc21
45: Cc1ccc(C)c(N2CCN(C(=O)c3ccc(N4CCCC4=O)cc3)CC2)c1
46: Cc1ccc2nc(N/N=C/c3ccccc3C#N)nc(-c3ccccc3)c2c1
47: O=C(CN1CCN(C(=O)c2cccc(F)c2)CC1)NC1CCCCC1
48: Cn1c(SCC(=O)Nc2nc3ccccc3s2)nnc1-c1ccccc1
entry no.,41,42,43,44,45,46,47,48
EBNA-1 inh,0,-3,4,13,5,9,6,15
PP1 inh,0,3,2,0,2,6,-3,-1
JMJD2C inh,2,2,-7,-4,-5,0,-3,9
ZTA counter,11,-4,1,2,16,-9,-3,21
PP5 primary,0.4,-1.1,0.5,1.1,1.4,2.5,0.7,-0.8
CR mimetic SO,82,104,126,84,86,104,98,97
HCV core dimer,0,6,-9,15,16,19,-3,10
Fh CTSL1 inh,4,2,8,-1,1,2,-3,6
TPT1 inh,-4,0,-18,-1,-42,0,2,5

Some of the entries so far, with values under each structure:
Order of values: EBNA-1 inh, PP1 inh, JMJD2C inh, ZTA counter, PP5 primary, CR mimetic SO, HCV core dimer, Fh CTSL1 inh, TPT1 inh
41) Cc1ccc(NC(=O)NCc2ccncc2)cc1Cl
→ 0, 0, 2, 11, 0.4, 82, 0, 4, -4
42) CCCCn1c(=S)[nH]c2ccc(N3CCOCC3)cc2c1=O
→ -3, 3, 2, -4, -1.1, 104, 6, 2, 0

(next part)
49: O=C(CN1C(=O)C2CC=CCC2C1=O)Nc1ccc(S(=O)(=O)Nc2ncccn2)cc1 (stereo not drawn)
50: CCn1cc(C(=O)NCCCOC)c(=O)c2cc(S(=O)(=O)N(C)C)ccc21
51: COc1ccc(C(CNC(=O)c2ccc(-n3cnnn3)cc2)N2CCOCC2)cc1 (stereo not drawn)
52: CN(C)C(=O)c1cc(C(=O)c2c(F)cccc2F)c[nH]1
53: Cn1ncc(-c2ccno2)c1C(=O)O
54: Cc1cc2ccccc2c(=O)n1CC(=O)Nc1ccc2c(c1)OCCO2
55: NCCCNc1nc(N)c([N+](=O)[O-])c(NC2CCCCC2)n1
56: CCOC(=O)c1c(-c2ccc(C)o2)csc1NC(=O)COC(=O)c1cccs1
entry no.,49,50,51,52,53,54,55,56
EBNA-1 inh,5,-2,-8,-16,0,8,4,9
PP1 inh,-2,-1,-3,4,0,-12,0,6
JMJD2C inh,8,-6,-8,9,8,6,-11,-12
ZTA counter,8,1,-17,3,7,2,-2,-13
PP5 primary,-3.2,-0.2,-7.0,-6.9,-2.8,-0.9,3.0,1.6
CR mimetic SO,86,94,66,121,114,100,87,93
HCV core dimer,0,0,-8,1,2,4,0,1
Fh CTSL1 inh,2,0,5,-7,-1,-3,-2,1
TPT1 inh,-1,-2,1,-2,10,-2,3,-1

57: Cc1cccc(NC(=O)Cn2ccn(-c3ccc4c(c3)OCCO4)c(=O)c2=O)c1
58: COc1cccc(COC(=O)c2ccc(S(=O)(=O)N3CCC(C)CC3)cc2)c1OC
59: O=C(O)CCCn1cc(NC(=O)c2ccc(Br)o2)cn1
60: O=C1N/C(=N/O)S/C1=C\c1ccccc1-n1cccn1
61: Cc1ccc(OCC(=O)N(Cc2nnc(-c3ccccc3Cl)o2)C2CC2)cc1C
62: O=C(CSc1nnc(SCc2ccc(Cl)cc2)s1)N/N=C/c1ccccc1Cl
63: O=C(C(=O)N1CCN(c2ccccc2)CC1)c1c[nH]c2ccccc12
entry no.,57,58,59,60,61,62,63
EBNA-1 inh,-7,7,-4,-5,·,4,-19
PP1 inh,-1,-7,8,-3,5,7,7
JMJD2C inh,-9,3,-21,4,-9,-1,-4
ZTA counter,-25,4,-12,13,2,-12,-4
PP5 primary,0.3,2.9,2.4,-0.3,4.7,2.2,-3.9
CR mimetic SO,70,98,93,100,127,113,107
HCV core dimer,-1,6,-20,1,·,11,0
Fh CTSL1 inh,-1,5,4,1,·,-3,0
TPT1 inh,-2,-2,-1,2,·,-1,-5
